PI4K2A inh = blocks human PI4K2A kinase activity. actives 0.13% (n = 420,000). activity change, negative = inhibition, % at 76.9 µM. purified PI4K2A, ADP-Glo luminescence, 1 h; active compounds read low. Q9BTU6; in the data active = activity change below about -50%; inconclusive = mostly about -30% to -49%;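 also: -100% = wells without enzyme as full effect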
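ADP-Glo luminescence measured ADP generated by PI4K2A enzyme (4 ug/mL before mixing) with 1.2 mM PI substrate (pre-mix) and 300 microM ATP (pre-mix). Tris pH7.5 buffer with MgCl2, Triton X-100; 1 h reaction at ambient temperature.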
USP1-UAF1 inh = USP1/UAF1 (human) deubiquitinase inhibition. Potency, µM (titrated, usually from 57.1 µM), for the others: at the highest dose activity change, negative = inhibition, most hits filed as inhibitors. O94782. actives 0.23% (n = 390,000). AID 743255. recombinant USP1/UAF1, Ub-Rhodamine cleavage fluorescence; also: potency is read from the fitted curve at half-maximal effect; % is scaled to controls: 0 for no effect and ±100 for the full control effect; nearly all actives have a fitted effect of over 60% in size; inactives centre near -12
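1 nM enzyme complex + cpd, 15 min RT; start with Ub-Rho 150nM final; kinetic fluorescence ex 480/em 540, 6 reads q60 s. Buffer 50mM HEPES pH 7.8, 0.5mM EDTA, 0.1 mg/ml BSA, 1mM TCEP, 0.01% Tween-20.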
TrxR1 substrate = substrates of rat thioredoxin reductase 1 | O89049 | purified TrxR1 substrate turnover, NADPH consumption readout | Potency, µM (highest dose often 114 µM), for inactives: top-dose activity change, negative = substrate turnover | actives 0.01% (n = 390,000); also: potency is read from the fitted curve at half-maximal effect; % is scaled to controls: 0 for no effect and ±100 for the full control effect; nearly all actives have a fitted effect of over 50% in size
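Rat TrxR1, dispensed at 90 nM, was prereduced with 400 uM NADPH (final) for 5 min at ~22 deg C, then incubated with compound 15 min before 400 uM selenite. A first-read NADPH fluorescence drop versus no-compound background flagged substrates.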
IDH1 R132H inh = human IDH1 R132H inhibition | O75874 | IDH1-R132H enzyme, NADPH consumption, diaphorase/resazurin fluorescence | Potency, µM (doses to about 76.6 µM), for the others: top-dose activity change, negative = inhibition, hits mostly inhibitors | actives 0.093% (n = 390,000); also: potency is read from the fitted curve at half-maximal effect; % is scaled to controls: 0 for no effect and ±100 for the full control effect; nearly all actives have a fitted effect of over 65% in size
Target sequence (O75874 whole entry R132H, stated change not applied): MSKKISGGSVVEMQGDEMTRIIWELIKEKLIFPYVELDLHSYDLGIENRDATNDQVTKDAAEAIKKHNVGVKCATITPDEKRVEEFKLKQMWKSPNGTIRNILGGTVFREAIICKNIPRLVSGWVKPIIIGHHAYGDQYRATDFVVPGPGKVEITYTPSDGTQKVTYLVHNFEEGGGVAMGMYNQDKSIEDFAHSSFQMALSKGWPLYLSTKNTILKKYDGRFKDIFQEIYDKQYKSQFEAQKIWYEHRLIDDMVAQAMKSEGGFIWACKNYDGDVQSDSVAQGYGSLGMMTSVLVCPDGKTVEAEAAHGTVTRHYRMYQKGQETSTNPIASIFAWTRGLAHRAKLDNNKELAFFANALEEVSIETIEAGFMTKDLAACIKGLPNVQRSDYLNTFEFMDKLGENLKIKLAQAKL
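IDH1-R132H (0.5 ug/mL) preincubated 30 min with compound, then NADPH (0.016 mM) and alpha-KG (2 mM) added; 80 min at RT, pH 7.5. Remaining NADPH coupled via diaphorase/resazurin to fluorescence (540/590 nm); concentration-response curves normalized to no-enzyme control.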
rTrxR1 inhibitor = inhibitors of rat thioredoxin reductase 1 | recombinant rTrxR1, NADPH fluorescence consumption, selenite substrate | Potency, µM (highest dose often 114 µM), inactives show at the top dose activity change, negative = inhibition, hits mostly inhibitors | O89049 | actives 1% (n = 390,000); also: potency is read from the fitted curve at half-maximal effect; % is scaled to controls: 0 for no effect and ±100 for the full control effect; nearly all actives have a fitted effect of over 65% in size
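Rat TrxR1 (90 nM in the dispensed reagent) was pre-reduced with 400 uM NADPH for 5 min at room temperature, then incubated with compound for 15 min. After 400 uM selenite was added, NADPH fluorescence (Ex 340/Em 450 nm) was followed for 8 min.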
TRHR agonist = TRH receptor (human) agonism | actives 0.18% (n = 360,000) | AID 493084 | TRHR cells, calcium flux fluo-8, FDSS agonist mode | activation, % at 2 µM | P34981; in the data active = activation above about 30%; also: 0% is about no effect
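In this calcium-flux screen, cells bearing human TRHR are dye-loaded with fluo-8, baselined for 10 cycles, then exposed to library compounds; positive kinetic calcium responses during the agonist phase mark hits, with TRH as control.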
TRHR enhancer = TRH receptor (human) allosteric enhancement | P34981 | TRHR cells, fluo-8 calcium fluorescence, EC20 TRH enhancement | enhancement, % at 2 µM | actives 0.66% (n = 360,000); in the data active = enhancement above about 30%; also: 0% is about no effect
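TRHR-expressing cells loaded with fluo-8 calcium dye were read kinetically (ex 480/em 530) during compound addition, then stimulated with an EC20 of TRH (10 nM final). Enhancement of the Gq-mediated intracellular calcium response was scored.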
D2 ag = agonists of human D2 dopamine receptor | actives 0.53% (n = 340,000) | P14416 | activation, % at 2 µM | HEK293 T-REx D2 cells, calcium flux agonist mode | AID 485358;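 active = activation over 3 SD above normal in the single-dose calcium agonist read, cut at about 30% in these data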; also: 0% is about no effect
Target sequence (P14416 whole entry, looked up): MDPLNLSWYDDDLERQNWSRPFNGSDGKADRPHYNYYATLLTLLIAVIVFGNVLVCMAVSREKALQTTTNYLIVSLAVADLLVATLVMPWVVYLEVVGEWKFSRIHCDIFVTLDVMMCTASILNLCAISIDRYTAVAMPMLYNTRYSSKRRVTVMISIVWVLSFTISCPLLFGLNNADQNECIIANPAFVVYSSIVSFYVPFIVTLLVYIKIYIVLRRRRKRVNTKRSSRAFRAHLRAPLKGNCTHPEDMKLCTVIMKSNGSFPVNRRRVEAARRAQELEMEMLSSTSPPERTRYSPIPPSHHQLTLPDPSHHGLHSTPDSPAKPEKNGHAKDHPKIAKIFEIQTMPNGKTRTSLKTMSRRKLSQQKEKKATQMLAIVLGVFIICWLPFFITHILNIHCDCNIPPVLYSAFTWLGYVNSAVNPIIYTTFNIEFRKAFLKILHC
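Agonism is scored from calcium flux in a force-coupled, inducible HEK293 cell line expressing D2, read kinetically for 180 s after compound addition against dopamine controls.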
D2 antagonist = antagonizes the human D2 dopamine receptor. HEK293 TREx D2 cells, calcium flux, dopamine EC80. inhibition, % at 10 µM. actives 2% (n = 340,000). AID 485344; in the data active = inhibition above about 30%; also: 0% is about no effect
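Calcium mobilization kinetics were recorded at 1 s intervals in tetracycline-induced HEK293 T-REx D2 cells, first for 180 s after compound addition and then 180 s after EC80 dopamine.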
The depositor's hits bear a star; ? = inconclusive; · = no result given; & = joins results of further samples; [ ] = dose if it differs, or a comment. Unless noted, calls follow the shape of the dose curve; as a rule, active = well fitted inhibition curve with a large enough effect; inconclusive = small, poorly fitted or top-dose-only effect; inactive = no such curve, though single readings can be large or run the other way.

Results follow in this order: PI4K2A inh	USP1-UAF1 inh	TrxR1 substrate	IDH1 R132H inh	rTrxR1 inhibitor	TRHR agonist	TRHR enhancer	D2 ag	D2 antagonist
> CC(C)C[C@H]1CN=C(Nc2ccccc2)N1CCCCc1ccccc1
→ -3	-25%	4%	2%	22%	4.1	-3	0.2	-30
> Cc1nc(-c2ccc(S(=O)(=O)N3CCN(C4c5ccccc5-c5ccccc54)CC3)s2)cs1
→ -2	-17%	2%[57.1 µM]	1%	-9%[57.1 µM]	0.0	3	0.6	-15
> C/C(=N\NC(=S)NC(C)C)c1ccccc1
→ 8	-10%	-8%	0%	-3%	1.2	3	·	·
> Cc1cc(-c2ccc(Br)cc2)n[nH]1
→ -1	-5%	3%	9%	13%	0.7	3	-0.2	1
> Cc1ccc(S(=O)(=O)NCc2ccccc2)s1
→ -7	-20%	-2%	5%	1%	-0.7	-3	-0.3	7
> CC1CCN(c2nc3ccc(C(=O)NCCCN4CCCCC4C)cc3s2)CC1 (stereo not given)
→ 0	?	1%	7%	9%	0.4	2	1.2	-13
> CN(C)CC#CCC(O)(c1ccccc1)C1CCCCC1 (stereo not given)
→ 1	-2%	-2%	2%	2%	1.0	24	2.8	-9
> Nc1c(C(=O)NCc2ccco2)nnn1Cc1ccccc1
→ 4	-9%	5%	0%	8%	-0.4	9	0.4	9
> CCc1cccc(C)c1NC(=O)COC(=O)CC1CCCC1
→ 7	-8%	5%	7%	6%	0.1	-3	-0.4	-14
> CC[C@@H]1C/C=C\Cc2ccccc2[C@H](C(=O)C[C@H](O)CC(C)=O)OC1=O
→ 1	-21%	3%	6%	5%	·	·	·	·
> CSc1ccc(S(=O)(=O)NCCCn2ccnc2)cc1
→ 14	-23%	5%	22%	21%	-0.3	0	-0.9	1
> C=CCNC(=O)c1onc(CSc2ccc(F)c(F)c2)c1C(=O)NCC=C
→ -1	-23%	-4%	10%	-2%	·	·	·	·
> CCC(CC)N1CCN(CC2CC=CCC2)CC1 (stereo not given)
→ -4	-17%	12%[57.1 µM]	1%	4%[57.1 µM]	-0.2	-10	2.4	4
> COC(=O)C(CCSC)NC(=O)c1c(C)oc2ncn(CC(C)C)c(=O)c12 (stereo not given)
→ 2	-24%	-7%	-12%	5%	0.1	15	0.2	·
> CC(=O)Cn1c(N2CCC(Cc3ccccc3)CC2)nc2c1c(=O)[nH]c(=O)n2C
→ 3	-13%	-8%[57.1 µM]	7%	9%[57.1 µM]	-2.8	-2	0.7	2
> CCOC(=O)c1sc(NC(=O)CSc2nc3c(c(=O)n2-c2ccc(C)cc2)SCC3)c(C(=O)OCC)c1C
→ 0	-14%	8%[57.1 µM]	-7%	26%[57.1 µM]	-0.4	-2	-1.8	-9
> O=C(C1=C(O)C(=O)N(CCN2CCOCC2)C1c1cccc(F)c1)c1cc2ccccc2o1 (stereo not given)
→ 4	-16%	-12%	-7%	?	-0.5	-1	0.8	20
> CSc1ncc(Cl)c(C(=O)N(Cc2ccc(C)cc2)C2CCS(=O)(=O)C2)n1 (stereo not given)
→ -2	-19%	-1%	-9%	17%	-0.4	0	-0.5	·
> Cc1ccc(N2C(=O)N(CC(=O)Nc3c(C)cc(C)cc3Cl)C(=O)C2C)cc1 (stereo not given)
→ -2	-16%	-3%	-14%	3%	-0.4	-1	0.7	21
> Cc1cc(C(=O)CSc2nnc(-c3cccnc3)n2-c2ccccc2)c(C)n1CC1CCCO1 (stereo not given)
→ -1	?	11%	1%	13%	-0.1	4	0.4	10

Complete entries from above. Values in the order: PI4K2A inh, USP1-UAF1 inh, TrxR1 substrate, IDH1 R132H inh, rTrxR1 inhibitor, TRHR agonist, TRHR enhancer, D2 ag, D2 antagonist
C=CCNC(=O)c1onc(CSc2ccc(F)c(F)c2)c1C(=O)NCC=C is listed as -1, -23%, -4%, 10%, -2%, ·, ·, ·, ·
CSc1ncc(Cl)c(C(=O)N(Cc2ccc(C)cc2)C2CCS(=O)(=O)C2)n1 (stereo not given) is listed as -2, -19%, -1%, -9%, 17%, -0.4, 0, -0.5, ·

Next part
Results follow in this order: PI4K2A inh	USP1-UAF1 inh	TrxR1 substrate	IDH1 R132H inh	rTrxR1 inhibitor	TRHR agonist	TRHR enhancer	D2 ag	D2 antagonist
> O=C(O)C1CCC(CNS(=O)(=O)c2ccc(Cl)cc2)CC1 (stereo not given)
→ -4	-4%	9%	5%	10%	1.9	8	0.1	0
> Cn1c(=O)c2c(nc(SCC(=O)NCc3ccc4c(c3)OCO4)n2Cc2ccccc2)n(C)c1=O
→ -8	-12%	3%[57.1 µM]	3%	0%[57.1 µM]	-0.3	0	0.3	14
> CC(C)C(NC(=O)c1ccc(C(C)(C)C)cc1)C(=O)N1CCCC1 (stereo not given)
→ 3	-12%	-5%	4%	4%	-0.4	1	0.9	-5
> COc1ccc(CN2C(=O)C(NC(=O)c3ccccc3OC)(C(F)(F)F)N=C2c2ccccc2)cc1 (stereo not given)
→ -1	-20%	-12%	2%	4%	0.6	4	0.4	·
> CN(C)c1ccc(NC(=O)CN2CCC(O)(c3ccccc3)CC2)cc1
→ 7	-10%	3%[57.1 µM]	4%	21%[57.1 µM]	-0.9	-26	0.8	-13
> CC(C)C[C@@H](CC#N)N1CCN(CCc2ccccc2)CCC1=O
→ 4	-18%	-1%&5%	-5%	10%&-2%	-0.2	2	0.8	-7
> CCc1ccc2nc(N(CCN(CC)CC)C(=O)c3cccs3)sc2c1
→ -3	3%	-5%	-5%	12%	0.2	-10	0.4	·
> Cn1c(SCC(=O)N2CCCc3ccccc32)nc2ccccc2c1=O
→ 3	-22%	-9%	8%	-10%	-0.5	-7	-1.5	4
> COc1ccccc1CNC(=O)C(=O)NCCC1CCCCN1S(=O)(=O)c1cccs1 (stereo not given)
→ 2	0%	-12%	3%	-7%	-0.1	-1	-0.4	-18
> Cn1c(SCc2ccc(C#N)cc2)nnc1-c1ccccc1
→ -15	-16%	3%	3%	8%[57.1 µM]	0.6	2	0.6	-3
> O=C(N/N=C/c1c[nH]c2ccccc12)c1ccn(Cc2ccc(Cl)cc2)n1
→ -9	-13%	3%[57.1 µM]	0%	0%[57.1 µM]	-0.1	-9	0.3	-8
> CC(NC(=O)c1ccc(Cl)c(S(=O)(=O)N2CCCCCC2)c1)c1cccnc1 (stereo not given)
→ 2	-4%	-1%	10%	16%	-1.0	-6	-0.4	-5
> CCN(C(=O)COC(=O)CCS(=O)(=O)c1ccccc1)c1c(N)n(Cc2ccccc2)c(=O)[nH]c1=O
→ -1	-7%	3%	-2%	4%	·	·	·	·
> C=CCn1c(C)cc(C(=O)COC(=O)c2n[nH]c(=O)c3ccccc23)c1C
→ 4	-1%	-7%	1%	-5%	·	·	·	·
> CC12CCC(=O)N1C(C(=O)Nc1nc3ccccc3s1)CS2 (stereo not given)
→ 0	-9%	-5%	-6%	15%	0.9	-17	0.1	-16
> O=C(NCCN1C(=O)C2C3C=CC(C3)C2C1=O)Nc1ccccn1 (stereo not given)
→ -1	-11%	4%[57.1 µM]	-6%	5%[57.1 µM]	0.5	-8	1.0	2
> CCCCc1ncc(CN2CCC(n3nccc3NC(=O)c3ccccc3OC)CC2)[nH]1
→ -2	-28%	-14%	-7%	?	-0.1	6	0.2	2
> CCOc1ccc(S(=O)(=O)N(C)c2ccc(OCC(=O)Nc3nccs3)cc2)cc1
→ -22	-2%	0%	-3%	10%	0.1	4	-1.8	-28
> Cc1cc(C=O)c(C)c2c1[nH]c1ccccc12
→ 10	-11%	3%[11.4 µM]	15%	6%[11.4 µM]	·	·	·	·
> Cn1cc(Cl)c(C(=O)Nc2nccs2)n1
→ 0	1%	-2%	-8%	15%	0.8	-2	0.5	2
> O=c1[nH]oc2cc(Cl)ccc12
→ 4	-15%	-4%	0%	19%	0.6	19	0.4	-2
> CC1(C)C(=O)Nc2ccccc2N1C(=O)COC(=O)c1cc(Cl)cc(Cl)c1
→ 1	-18%	2%	-7%	29%	·	·	·	·
> COc1cc(C(C(=O)NCc2ccccc2)N(Cc2ccco2)C(=O)c2cnccn2)cc(OC)c1OC (stereo not given)
→ -5	-21%	7%	2%	22%	1.0	-4	-0.5	11
> COc1ccc(CCn2c(=N)c(C(=O)NC3CCCC3)cc3c(=O)n4ccccc4nc32)cc1OC
→ -2	8%	3%	-4%	21%	1.1	-2	1.2	8
> Cc1ccc(OCc2csc(N)n2)cc1
→ 2	2%	-5%	-1%	-7%	-2.4	4	-0.6	0
> CCn1nnc2cc(C(=O)Nc3cc(Cl)ccc3C)ccc21
→ -5	-11%	-4%	3%	15%	0.2	-1	0.4	3
> O=C(Nc1cccnc1)c1ccc(Br)s1
→ 3	-1%	-3%	0%	21%	-0.4	-5	0.1	-31
> COc1cc2ncnc(NCc3ccccc3Cl)c2cc1OC
→ -7	-9%	-2%	-4%	15%	0.1	2	-0.8	-5
> CC(C)CC(=O)Nc1ccc(C(=O)COC(=O)Cc2n[nH]c(=O)c3ccccc23)cc1
→ -10	-9%	-2%	-4%	1%	1.5	0	3.7	-2
> Cn1c(CCN2CCCCC2)nc2cc(NC(=O)Nc3ccccc3)ccc21
→ 0	-8%	0%	3%	3%	-0.1	-1	-0.4	-1
> COCCCNCCCCOc1ccccc1-c1ccccc1
→ 6	-2%	-8%	-1%	-17%	0.2	4	0.4	89*

Screening results (PubChem BioAssay)
